# Bioassay records as filed in PubChem BioAssay.
# Wnt bcat act: Wnt/beta-catenin pathway activators, primary screen, cell-based, plate reader, single point; Wnt/beta-catenin reporter cell assay, activator; activation, % at 9.35 µM; 1.2% of 300,000 active; in the data active means activation above about 30%, passing the limit was not always enough;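 further: 0% = neutral control wells and 100% = positive control wells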
# CDK5 inh: inhibitors of human CDK5/p35 kinase, primary screen, biochemical, single concentration | 0.01% of 330,000 active | inhibition, % at 10 µM | Cyclin-dependent kinase 5 (Homo sapiens) + Cyclin-dependent kinase 5 activator 1 (Homo … | Recombinant CDK5/p35, ADP-Glo luminescence, 60 min;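 active means highest replicate inhibition of at least 50% and at least 75% of replicates reaching 50%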;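 further: plate controls were DMSO neutral control for no effect and GW8510 at 10 µM for full effect; many of its hits are not listed in these tables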
# Target sequence (Q00535 whole entry, looked up): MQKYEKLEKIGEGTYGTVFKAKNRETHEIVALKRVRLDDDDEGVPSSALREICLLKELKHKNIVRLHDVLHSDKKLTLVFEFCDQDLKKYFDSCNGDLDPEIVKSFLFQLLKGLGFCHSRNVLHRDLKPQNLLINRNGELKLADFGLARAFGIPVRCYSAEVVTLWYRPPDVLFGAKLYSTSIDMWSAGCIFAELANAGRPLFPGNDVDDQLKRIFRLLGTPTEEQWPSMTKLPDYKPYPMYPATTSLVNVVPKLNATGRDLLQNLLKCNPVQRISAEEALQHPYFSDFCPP
# Target sequence (Q15078 whole entry, looked up): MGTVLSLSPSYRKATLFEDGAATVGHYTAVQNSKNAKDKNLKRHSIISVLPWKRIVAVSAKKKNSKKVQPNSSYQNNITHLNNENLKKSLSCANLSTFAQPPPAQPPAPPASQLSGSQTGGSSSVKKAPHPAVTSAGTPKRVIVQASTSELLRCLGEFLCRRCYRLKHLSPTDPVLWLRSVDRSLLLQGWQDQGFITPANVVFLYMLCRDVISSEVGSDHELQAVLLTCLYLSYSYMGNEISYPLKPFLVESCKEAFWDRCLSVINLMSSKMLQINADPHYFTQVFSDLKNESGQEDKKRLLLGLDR
# HTR5A inv ctr: HTR5A inverse agonists in luminescence cell assay, primary screen, counter-screen for OPRM1-OPRD1 heterodimer inverse agonist project, full-deck HTS | HTR5A cell line, inverse agonism | inhibition, % at 9.3 µM | 0.083% of 340,000 active | AID 504634, 2011; in the data active means inhibition mostly above about 23%, no sharp cut-off; inactive means mostly below about 18%;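 further: 0% = cells with DMSO and 100% = no-cell wells with DMSO; some compounds called inactive have numbers as strong as hits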
# Target sequence (P47898 whole entry, looked up): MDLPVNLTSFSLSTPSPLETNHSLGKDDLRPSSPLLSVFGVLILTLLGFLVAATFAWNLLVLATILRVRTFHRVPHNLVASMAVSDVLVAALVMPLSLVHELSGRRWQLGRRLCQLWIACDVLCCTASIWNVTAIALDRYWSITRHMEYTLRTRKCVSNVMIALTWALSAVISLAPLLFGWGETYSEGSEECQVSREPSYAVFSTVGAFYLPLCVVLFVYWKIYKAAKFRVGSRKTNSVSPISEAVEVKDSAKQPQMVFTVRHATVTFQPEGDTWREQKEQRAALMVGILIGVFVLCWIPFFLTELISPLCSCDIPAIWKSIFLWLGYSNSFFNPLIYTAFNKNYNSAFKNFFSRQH
# V-ATPase pH: regulators of yeast V-ATPase proton pumping, primary screen, pHLuorin cytosolic pH fluorescence. 0.37% of 350,000 active. response, % at 10 µM. S. cerevisiae. AID 504577, 2011; in the data active means response mostly above about 7.3%, no sharp cut-off; inactive means mostly below about 5.4%; further: actives read high; inactives centre near 0; some compounds called inactive have numbers as strong as hits; reference of the scale not given here
# PvdQ acylase: P. aeruginosa PvdQ acylase inhibitors, primary screen, biochemical, fluorescence, plate reader and imaging, single point; purified PvdQ acylase; PvdQ acylase [Pseudomonas aeruginosa LESB58]; inhibition, % at 10 µM; 0.063% of 340,000 active; AID 488965, 2010; in the data active means inhibition above about 30%, passing the limit was not always enough;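 further: 0% = vehicle neutral wells and 100% = reference inhibitor wells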
# HTR5A ag ctr: HTR5A agonists in luminescence cell assay, primary screen, counter-screen for OPRM1-OPRD1 heterodimer agonist project, full-deck HTS; 0.61% of 340,000 active; cell-based; 5-hydroxytryptamine receptor 5A (Homo sapiens), P47898; activation, % at 9.3 µM; in the data active means activation mostly above about 9.5%, no sharp cut-off; inactive means mostly below about 7.6%;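 further: 0% = cells with vehicle only and 100% = reference agonist; strong numbers were not always called active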
# MITF act: activators of MITF-driven TRPM1 promoter reporter, primary screen, cell-based, SK-MEL-5, luciferase, single point | AID 588334, 2011 | SK-MEL-5 TRPM1-promoter luciferase, 24 h; % of positive control, neutral wells = 0 | 0.75% of 300,000 active | activation, % at 12.5 µM;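 active means mean activation of at least 80% with every replicate also reaching 80%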;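 further: 0% = neutral control wells and 100% = parthenolide positive control wells; values of inactives mirror those of a sister screen read the other way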
# SR-BI HDL uptake: inhibitors of SR-BI mediated HDL lipid uptake, primary screen, ldlA[mSR-BI] cells, fluorescence, single point. Scavenger receptor class B member 1 (Mus musculus), Q61009. ldlA[mSR-BI] CHO cells, DiI-HDL uptake fluorescence, 3 h. inhibition, % at 12.5 µM. 0.96% of 320,000 active;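 active means mean replicate inhibition of at least 70% and a set share of replicates each scoring 70 or more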;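 further: 0% = median of neutral control wells and 100% = median of positive control wells; values of inactives mirror those of a sister screen read the other way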
# dFosB act: activators of delta FosB homodimer, primary screen, biochemical, fluorescence polarization, TAMRA-CDK5 oligo, single point. Protein FosB (Mus musculus), P13346. AID 493131, 2011. purified delta FosB; percent of positive-control signal above neutral wells. activation, % at 25 µM. 0.99% of 340,000 active;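 active means mean activation above about 17%, with every replicate also reaching it, limit read from the data, passing the limit was not always enough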;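 further: fluorescence polarization rise as delta FosB binds a TAMRA Cdk5 AP-1 oligo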
# NSD2 inh: NSD2 histone methyltransferase inhibitors, primary screen, biochemical, AlphaScreen, single concentration, set 2 | Histone-lysine N-methyltransferase NSD2 (Homo sapiens), O96028 | NSD2 peptide methylation, 120 min | inhibition, % at 12.5 µM | 0.54% of 310,000 active | AID 743445, 2014; in the data active means inhibition above about 50%
# An asterisk follows results filed as active; nt = no result given.
SMILES	Wnt bcat act	CDK5 inh	HTR5A inv ctr	V-ATPase pH	PvdQ acylase	HTR5A ag ctr	MITF act	SR-BI HDL uptake	dFosB act	NSD2 inh
COc1ccc(N(CC(=O)Nc2ccc(OC)c(OC)c2)S(=O)(=O)c2ccccc2)cc1Cl	-5	1.4	-21	-3	10	8	-4	20	-1	1
O=C(CCCSc1ccc(Cl)cc1)Nc1ccccc1O	nt	-1.0	-19	4	-10	7	0	nt	-9	-6
COc1ccc(NC(=S)NC(=O)c2cccnc2)cc1	1	0.7	12	-2	8	-3	nt	4	-3	-6
COc1ccc(CCNc2nc(-c3ccc(F)cc3)c(CC(=O)O)s2)cc1OC	-4	2.6	-19	1	-15	6	nt	nt	-11	1
O=C(NCC(c1ccco1)N1CCc2ccccc21)C(=O)Nc1ccc(F)cc1F (centres undefined)	-4	1.9	1	1	-17	-1	-50	-8	-2	1
C=C1C[C@H](O[C@@H]2O[C@H](CO)[C@@H](O)[C@H](O)[C@H]2O)[C@@H]2[C@H](OC(=O)[C@H]2C)[C@H]2[C@H](C)[C@@H](O)C[C@@H]12	-1	-1.5	-29	2	-15	10	1	-9	-3	nt
CC1(C)CC(=O)C(C=Nc2ccc(N)cc2)=C(O)C1	1	-0.3	10	0	-12	5	-24	-21	-6	5
CN(N)c1nc(C(F)(F)F)nc2ccccc12	-2	0.2	2	-1	8	5	13	0	3	-3
O=C(NCc1csc(-c2cccs2)n1)c1ccccc1	12	-0.6	-16	-4	-1	6	28	-9	0	-3
Cc1c(CCOC(=O)C23CC4CC(CC(C)(C4)C2)C3)sc[n+]1CC(=O)c1ccccc1	-3	-2.1	-5	-2	-11	2	-1	33	-5	4
Cc1ccc(OC(=O)COc2ccccc2C)c(-n2nc3ccccc3n2)c1	18	-1.3	-28	-6	-6	0	60	1	4	-2
COc1cc2sc(-c3ccccc3OC)c(-c3ccc(O)cc3)c2cc1OC	-2	0.1	-8	0	-3	0	2	39	-3	nt

# An excerpt of these results, with each value named.
> O=C(CCCSc1ccc(Cl)cc1)Nc1ccccc1O
  Wnt bcat act: nt | CDK5 inh: -1.0 | HTR5A inv ctr: -19 | V-ATPase pH: 4 | PvdQ acylase: -10 | HTR5A ag ctr: 7 | MITF act: 0 | SR-BI HDL uptake: nt | dFosB act: -9 | NSD2 inh: -6
> COc1ccc(NC(=S)NC(=O)c2cccnc2)cc1
  Wnt bcat act: 1 | CDK5 inh: 0.7 | HTR5A inv ctr: 12 | V-ATPase pH: -2 | PvdQ acylase: 8 | HTR5A ag ctr: -3 | MITF act: nt | SR-BI HDL uptake: 4 | dFosB act: -3 | NSD2 inh: -6
> COc1ccc(CCNc2nc(-c3ccc(F)cc3)c(CC(=O)O)s2)cc1OC
  Wnt bcat act: -4 | CDK5 inh: 2.6 | HTR5A inv ctr: -19 | V-ATPase pH: 1 | PvdQ acylase: -15 | HTR5A ag ctr: 6 | MITF act: nt | SR-BI HDL uptake: nt | dFosB act: -11 | NSD2 inh: 1
> O=C(NCC(c1ccco1)N1CCc2ccccc21)C(=O)Nc1ccc(F)cc1F (centres undefined)
  Wnt bcat act: -4 | CDK5 inh: 1.9 | HTR5A inv ctr: 1 | V-ATPase pH: 1 | PvdQ acylase: -17 | HTR5A ag ctr: -1 | MITF act: -50 | SR-BI HDL uptake: -8 | dFosB act: -2 | NSD2 inh: 1

# (further entries)
SMILES	Wnt bcat act	CDK5 inh	HTR5A inv ctr	V-ATPase pH	PvdQ acylase	HTR5A ag ctr	MITF act	SR-BI HDL uptake	dFosB act	NSD2 inh
Cc1cc(C)c(C)c(S(=O)(=O)N[C@@H](C)C(=O)OCc2cc(=O)n3cc(Br)ccc3n2)c1C	-3	-1.7	1	0	4	-1	4	12	-16	3
CCSc1nnc(NC(=O)CSc2nnc(-c3c[nH]c4ccccc34)n2CC)s1	1	-0.1	-10	-1	-6	4	-1	-4	-7	nt
O=C(c1cccnc1)N1CCc2ccccc21	nt	-0.9	5	-6	-16	2	-23	-18	-4	-2
C[C@H](CO)N1C[C@H](C)[C@@H](CN(C)S(C)(=O)=O)Oc2c(NC(=O)C3CCCCC3)cccc2C1=O	2	-1.0	-5	-2	-28	0	3	-19	-4	nt
CCc1cc2c(=O)n(-c3ccccc3)cnc2s1	12	0.3	-9	11	-5	-3	nt	-27	-9	0
O=C1CN(C(=O)CSc2nnnn2-c2ccc(Cl)cc2)c2ccccc2N1	0	0.5	3	1	-4	3	-19	32	-10	14
COC(C[C@H]1O[C@H]1[C@H](O)COCc1ccccc1)OC	-3	-0.8	-8	2	-12	1	-3	-6	8	nt
COc1cc(C(=O)N(C)CC2CCN(CCc3cccc(C(F)(F)F)c3)CC2)ccc1C	-1	1.1	18	2	-9	-1	-4	9	-6	5
CC1c2[nH]c3ccccc3c2CCN1C(=O)Nc1ccccc1 (centres undefined)	nt	-0.8	-21	1	4	9	-6	55	-4	2
Cc1c(-c2ccccc2)oc2c(C(=O)OCC(=O)Nc3cccc(F)c3)cccc2c1=O	nt	0.6	-12	0	-5	5	23	14	-13	-1
O=C(CSc1nc2[nH]ncc2c(=O)[nH]1)NCc1ccc(F)cc1	-1	1.4	-9	-6	2	1	0	9	-2	3
CC(=O)c1c(C)[nH]c(C(=O)NNC(=O)c2ccc(Br)cc2)c1C	-4	1.3	9	-3	1	-3	8	12	-9	0

# (listing goes on)
SMILES	Wnt bcat act	CDK5 inh	HTR5A inv ctr	V-ATPase pH	PvdQ acylase	HTR5A ag ctr	MITF act	SR-BI HDL uptake	dFosB act	NSD2 inh
COc1ccc(-n2c(C)cc(/C=C3\C(=N)N4N=C(CC(=O)N5CCOCC5)SC4=NC3=O)c2C)cc1	1	0.1	5	-2	-13	-5	-7	11	-11	16
CCN(Cc1ccncc1)C(=O)c1cccs1	nt	0.0	11	-1	0	-3	-15	15	-6	22
C/C(=C\c1ccccc1)CN1CCN(C(C)C)C(CCO)C1 (centres undefined)	-4	0.9	15	1	4	-4	nt	-12	4	2
CCOc1cc(C(=O)N(Cc2ccccc2)c2ccc(C)cc2)ccc1OCC(=O)N1CCOCC1	1	-2.3	13	0	-13	-5	-10	6	-22	0
CCOC(=O)CNC(=O)CNC(=O)c1ccc(OC)cc1	nt	-1.7	8	0	-2	-3	-11	-13	-2	4
Cc1c[n+](CC(=O)c2ccccc2)c(C)cn1	0	-0.7	9	1	-10	-2	2	1	4	6
Cn1c(SCc2ccc(Br)cc2)nnc1-c1ccncc1	-3	0.5	-16	0	3	6	3	-7	-5	1
COc1ccccc1N(C)S(=O)(=O)c1ccc(C(=O)Nc2ccc(N3CCOCC3)cc2)cc1	-3	-1.3	-11	-2	6	4	-15	54	-18	3
N#Cc1cccc(-n2c(-c3ccccc3)nnc2-c2ccccc2)c1C#N	-3	-2.5	11	0	-10	1	10	31	-3	0
CCn1c(=O)c(C(=O)NC(C)c2ccccc2)c(O)c2ccccc21 (centres undefined)	-3	1.4	-2	5	1	1	9	7	-5	-2
COC(=O)c1oc2ccc(Br)cc2c1NC(=O)CN1CCN(C)CC1	nt	0.1	26	-2	-3	-11	-1	-4	-9	1
Cc1ccc(OCC(=O)N/N=C/c2cccnc2)cc1C	7	-0.6	-1	-5	-4	-1	15	-5	-11	9

# More compounds.
# Order of values – Wnt bcat act | CDK5 inh | HTR5A inv ctr | V-ATPase pH | PvdQ acylase | HTR5A ag ctr | MITF act | SR-BI HDL uptake | dFosB act | NSD2 inh
- CCCNC(=S)N1CCN(c2nc(-c3cccc(OC)c3)cs2)CC1
→ -2 | 0.4 | -10 | 0 | -10 | 4 | -8 | 15 | -9 | -1
- CC(C)(C)c1ccc(C(=O)Nn2c(CCC(=O)O)ccc2-c2cccs2)cc1
→ -1 | -2.5 | 15 | 0 | 2 | 3 | -9 | -7 | -10 | 5
- COC(=O)N1CCCc2cc(C)ccc21
→ -1 | 4.2 | -28 | -1 | -12 | 0 | -1 | nt | -5 | 36
- COc1ccc(/C=C2\SC(=S)N(CC(=O)NC3C=CS(=O)(=O)C3)C2=O)cc1 (centres undefined)
→ -1 | -4.3 | 9 | 2 | -9 | -2 | 5 | 18 | 85* | -1
- NC(=O)CC(NC(=O)c1ccc(Br)cc1)c1ccc(N2CCN(c3ccc(F)cc3)CC2)c([N+](=O)[O-])c1 (centres undefined)
→ -3 | -6.6 | -25 | -2 | -11 | 8 | 5 | 4 | -6 | nt
- O=C(CCNC(=O)c1ccc(Br)cc1)NNC(=O)c1ccccc1O
→ 19 | -0.5 | 2 | 3 | -6 | 3 | -12 | 20 | 6 | 1
- CCN(CC(=O)Nc1cc(Cl)ccc1C)C(=O)COc1cccc2c1OC(C)(C)C2
→ -5 | 1.8 | 4 | 3 | 9 | 3 | 8 | 31 | -4 | -1
- COc1cc2c(C(=O)NC3CCCCCC3)cn(C)c(=O)c2cc1OC
→ -1 | 0.5 | 12 | -3 | -22 | 3 | -4 | 3 | 1 | -1
- CC(c1ccccc1)C1CC(=O)N(c2ccc([N+](=O)[O-])cc2)C1=O (centres undefined)
→ 0 | -2.5 | 10 | -1 | -14 | -3 | nt | -3 | -3 | 0
- CCCCN1CNC(=S)N(c2ccc(C(=O)OCC)cc2)C1
→ 0 | -0.7 | -2 | 4 | -5 | 1 | 3 | 5 | -4 | -2
- CCOc1ccc(S(=O)(=O)NCCC(=O)NCC(c2cccs2)N(C)C)cc1 (centres undefined)
→ 0 | 0.2 | 9 | 2 | -16 | -4 | 8 | -32 | -5 | 3
- Cc1ccn2c(C(=O)CSc3ccc(Cl)cc3)c(C)nc2c1
→ nt | 0.2 | 7 | -7 | 9 | -3 | 5 | -11 | -11 | -2
- Cc1cccc(OCC(O)CNC(=O)c2ccccc2C(=O)O)c1 (centres undefined)
→ nt | -1.4 | -7 | 2 | -12 | 0 | 16 | -40 | 5 | nt
- CSCC[C@H](NS(=O)(=O)c1ccc(C)cc1)C(=O)N1CCC(C(=O)N[C@@H](Cc2ccccc2)C(=O)O)CC1
→ -1 | -1.0 | 11 | -1 | -13 | -2 | -4 | -5 | -4 | nt
- COc1cccc(OCCNC(=O)c2cccc(OC)c2)c1
→ nt | -0.1 | -16 | -4 | -8 | 6 | 2 | -10 | 2 | 0

# Remaining list, next part
# Order of values – Wnt bcat act | CDK5 inh | HTR5A inv ctr | V-ATPase pH | PvdQ acylase | HTR5A ag ctr | MITF act | SR-BI HDL uptake | dFosB act | NSD2 inh
- CC(=O)Nc1cccc(C(=O)OCC(=O)c2ccc3c(c2)OCO3)c1
→ 28 | 2.3 | -21 | -4 | 12 | 8 | 45 | 8 | -4 | 3
- O=c1c2cc(N3CCOCC3)ccc2[nH]c(=S)n1CCCN1CCCCC1
→ nt | 2.1 | -5 | -3 | -9 | 4 | nt | -30 | 0 | 10
- CCN(CC)C(=O)c1cc2c(=O)c3cc(Cl)ccc3oc2nc1C
→ 22 | -1.4 | -3 | 0 | -3 | 1 | 48 | -4 | -1 | 0
- O=C(CSc1ccc2nnc(-c3ccccn3)n2n1)NCc1ccco1
→ -4 | -1.0 | 0 | 0 | 18 | 0 | 9 | -13 | 1 | nt
